CCT chaperon mod = High-Throughput Screening for Modulators of Cytosolic Chaperonin Activity; purified chaperonin ATPase assay, HTRF ADP detection, 30 min; AID 651819, 2012; activity change, % (test concentration not listed), hits read low; 0.3% of 360,000 active; in the data active = activity change below about -30%; note: % is set by controls: 0 for no effect and ±100 for the full control effect
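First, chaperonin was dispensed at 40 nM or 20 nM final depending on batch activity. Next, compounds were pinned at 76 uM and ATP added at 10 uM. After 30 min at 37 °C, ADP detection reagents ran 30 min at ambient temperature.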
Abeta rescue = qHTS for compounds that reverse cellular toxicity of Amyloid beta (A-beta) peptide in yeast: Primary Screen; AID 1347071, 2019; 0.063% of 410,000 active; yeast expressing A-beta42, growth rescue, OD600, 48 h; response scale: 0% DMSO, 100% iron-clioquinol control; Potency, µM (highest dose often 46.1 µM), for the others: at the top dose growth rescue, hits mostly activators; note: potency is the fitted concentration of half-maximal effect; nearly all actives have a fitted effect of over 55% in size
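Yeast A-beta toxicity model in growth medium with pinned compounds, 48 h at 30 C; growth read as absorbance at 600 nm. Normalized to FeCl3/clioquinol equimolar mix (positive) and DMSO (negative).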
pAkt inh = HTS Assay for Inhibitors of Akt Phophorylation: Primary Screen | 0.32% of 360,000 active | activity change, % for hits at 50 µM | Neuro2A IGF-stimulated pAkt S473 HTRF, 20 min; stronger effect = lower value; in the data active = activity change below about -80%; inconclusive = mostly about -51% to -80%; note: % is set by controls: 0 for no effect and ±100 for the full control effect
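Neuro2A cells in DMEM with 0.5% FBS, overnight at 37 deg C, given compound at single 50 µM final, then IGF (6 nM final) for 20 min at 37 deg C. Lysed; phospho-Akt Ser473 by HTRF after 24 h, 665/615 ratio.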
HepG2 viability = qHTS for Inhibitors of TGF-b: Cytotox Counterscreen | HepG2 CAGA-GFP viability, ATP luminescence, 18 h | Potency, µM (highest dose often 46.1 µM), for inactives: at the highest dose activity change, negative = cytotoxicity, most hits filed as cytotoxic | 0.76% of 410,000 active | AID 588856, 2011; note: potency is the fitted concentration of half-maximal effect; some results filed as inactive show a strong effect at the top dose
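HepG2 CAGA-GFP cells (1000/well, DMEM with 1% FBS) received compound, then TGF-beta at 500 pg/mL final, and were incubated 18 hours at 37 degrees C. Viability was read by CellTiter-Glo luminescence. Media-only wells were set as complete cell-killing and DMSO as no toxicity.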
Nrf2 block = Nrf2 qHTS screen for inhibitors; A549 ARE-Fluc reporter, luciferase luminescence, 18-24 h; Potency, µM (series often up to 46 µM), inactives show top-dose activity change, negative = inhibition, most hits filed as inhibitors; 2.1% of 360,000 active; note: potency is the fitted concentration of half-maximal effect; % is set by controls: 0 for no effect and ±100 for the full control effect; nearly all actives have a fitted effect of over 60% in size
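A549 ARE_Fluc cells (5000/well, 5% FBS OPTI-MEM) pre-incubated 2 h, then treated with compounds 18-24 h at 37C/5% CO2 in concentration-response. CellTiter-Fluor viability read first; BugLite luciferase luminescence after 15 min at room temperature gives Nrf2 activity.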
TGFb SMAD3 inh = qHTS for Inhibitors of TGF-b | HepG2 CAGA-GFP TGF-b/SMAD3 reporter, GFP fluorescence, 18 h; TGF-beta stimulated, 500 pg/mL final | AID 588855, 2011 | 1.2% of 410,000 active | Potency, µM (titrated, usually from 46.1 µM), inactives show at the top dose activity, negative = inhibition, hits mostly inhibitors; note: potency is the fitted concentration of half-maximal effect; % is set by controls: 0 for no effect and ±100 for the full control effect; nearly all actives have a fitted effect of over 65% in size
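GFP signal (ex488/em500-530) from TGF-beta-stimulated HEPG2 CAGA-GFP cells, 500 pg/mL final, 18 h at 37 degrees C in DMEM plus 1% FBS, normalized to unstimulated and DMSO-stimulated controls.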
A549 viability = Nrf2 qHTS screen for inhibitors: counterscreen for cytotoxicity; A549 ARE-Fluc cells, CellTiter-Fluor viability, 18-24 h; Potency, µM (series often up to 46 µM), for the others: at the top dose activity change, negative = cytotoxicity, hits mostly inhibitors; 0.16% of 390,000 active; AID 504648, 2011; note: potency is the fitted concentration of half-maximal effect; % is set by controls: 0 for no effect and ±100 for the full control effect
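A549 ARE_Fluc cells in 5% FBS OPTI-MEM were exposed to compounds in concentration-response for 18-24 h at 37 deg C. Viability was read by CellTiter-Fluor fluorescence (Ex 405/Em 525) after 30 min, before the luciferase read.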
MmCpn inh = Inhibitors of TCP-1 ring complex (TRiC) of Methanococcus maripaludis (MmCpn): qHTS. AID 504842, 2011. Potency, µM (top dose mostly 76.9 µM), inactives show top-dose activity, negative = inhibition, actives largely listed as inhibitors. 0.031% of 330,000 active. purified Mm-Cpn ATPase, ADP Transcreener TR-FRET; note: potency is the fitted concentration of half-maximal effect; % is set by controls: 0 for no effect and ±100 for the full control effect; nearly all actives have a fitted effect of over 80% in size
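TR-FRET (320 nm excitation; 590 and 665 nm emission) reports ADP made from 10 uM ATP by 25 nM enzyme; compounds were preincubated 10 min, reaction run 30 min, both at 37°C.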
Nrf2 ARE act = qHTS of Nrf2 Activators; AID 624171, 2012; AREc32 ARE-luciferase reporter (MCF7-derived line), luminescence, 24 h; Potency, µM (titrated, usually from 46.1 µM), for the others: at the top dose activation, most hits filed as activators; 0.31% of 410,000 active; note: potency is the fitted concentration of half-maximal effect; % of control where 0% means no effect; nearly all actives have a fitted effect of over 65% in size
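AREc32_Fluc, 1000 cells/well, OPTI-MEM + 5% FBS, o/n 37 deg C 5% CO2; 23 nL cpd by pin tool, 24 hr; Steady-Glo 30 min RT, luminescence.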
Numbers without * were called inactive; [ ] = another dose, or the depositor's remark. Unless noted, calls come from the whole dose curve; as a rule, active = well fitted curve in the direction sought with a large enough effect; inconclusive = small, poorly fitted or top-dose-only effect, or another doubt; inactive = no such curve, though single readings can be large; an effect the other way counts as inactive or inconclusive.

Screening COCc1cc(CN2CCN(CCc3ccccc3)C(CCO)C2)ccc1OC (stereo unspecified) returned CCT chaperon mod -0.5, Abeta rescue -2%, pAkt inh inactive, HepG2 viability -2%, Nrf2 block 7%, TGFb SMAD3 inh 10%, A549 viability 1%, MmCpn inh -2% and Nrf2 ARE act 0.0%.
For O=C(O)CC(CC(=O)Nc1ccccc1C(=O)O)c1ccccc1 (stereo unspecified) the results were CCT chaperon mod -3.5, Abeta rescue 1%, pAkt inh inactive, HepG2 viability -3%, Nrf2 block 6%, TGFb SMAD3 inh 7%, A549 viability -1%, MmCpn inh -2% and Nrf2 ARE act 0.2%.
Cc1nc2ccc(S(=O)(=O)N(CC(=O)Nc3ccc(F)cc3)Cc3ccccc3)cc2s1 was read as Abeta rescue 4%, HepG2 viability -5%, Nrf2 block 11%, TGFb SMAD3 inh -19%, A549 viability 2% and Nrf2 ARE act 2.1%.
Screening CSc1nc(O)c(/C=C2\C=Nc3ccccc32)[nH]1 returned CCT chaperon mod -0.3, Abeta rescue 0%, pAkt inh inactive, HepG2 viability -24%, Nrf2 block 22%, TGFb SMAD3 inh inconclusive, A549 viability -22%, MmCpn inh -8% and Nrf2 ARE act inconclusive.
For COc1ccc(OC)c(-n2c(SCC(N)=O)nnc2-c2c[nH]c3ccccc23)c1 the results were CCT chaperon mod -3.1, Abeta rescue 2%, pAkt inh inactive, HepG2 viability 1%, Nrf2 block -1%, TGFb SMAD3 inh -6%, A549 viability -3%, MmCpn inh -1% and Nrf2 ARE act 0.2%.
Screening O=[N+]([O-])c1ccc2nc(-[n+]3c(-c4ccccc4)cc(-c4ccccc4)cc3-c3ccccc3)[nH]c2c1 returned CCT chaperon mod -0.8, Abeta rescue -2%, pAkt inh inactive, HepG2 viability -1%, Nrf2 block inconclusive, TGFb SMAD3 inh inconclusive, A549 viability inconclusive, MmCpn inh -8% and Nrf2 ARE act -0.4%.
Cc1cccc(N(C(=O)c2ccco2)C(C(=O)NC2CCCC2)c2ccco2)c1C (stereo unspecified) was read as CCT chaperon mod -3.5, Abeta rescue -7%, pAkt inh inactive, HepG2 viability 1%, Nrf2 block -12%, TGFb SMAD3 inh -1%, A549 viability -1%, MmCpn inh 3% and Nrf2 ARE act -0.4%.
For Cc1onc(-c2c(Cl)cccc2Cl)c1C(=O)ONC(=O)c1cc(C(F)(F)F)cc(C(F)(F)F)c1 the results were CCT chaperon mod -0.8, Abeta rescue 7%, pAkt inh inactive, HepG2 viability 3%, Nrf2 block -4%, TGFb SMAD3 inh 11%, A549 viability 3%, MmCpn inh 0% and Nrf2 ARE act -0.5%.
CN(C)CCSc1nnc(-c2ccccc2)o1 was read as CCT chaperon mod -2.3, Abeta rescue -4%, pAkt inh inactive, HepG2 viability -9%, Nrf2 block 16%, TGFb SMAD3 inh -7%, A549 viability 9%, MmCpn inh -2% and Nrf2 ARE act 5.4%.
For Brc1ccc(/C=N/Nc2ncnc3c2cnn3Cc2ccccc2)cc1 the results were CCT chaperon mod -0.2, Abeta rescue -2%, pAkt inh inactive, HepG2 viability -9%, Nrf2 block -13%, TGFb SMAD3 inh 10%, A549 viability -2%, MmCpn inh 1% and Nrf2 ARE act 0.0%.
Cc1cc(S(=O)(=O)Nc2ccc(-c3ccc(N4CCCCC4)nn3)cc2)c(C)cc1Cl was read as Abeta rescue -12%, HepG2 viability -4%, TGFb SMAD3 inh -29%, A549 viability inconclusive and Nrf2 ARE act 3.6%.
Screening O=c1[nH][nH]c2c1[C@H](c1ccc(F)cc1)O[C@H](CCC(F)(F)F)C2 returned CCT chaperon mod -1.3, Abeta rescue 8%, pAkt inh inactive and Nrf2 ARE act 0.0%.
For Cc1ccsc1/C=N/NC(=O)c1nnn(-c2nonc2N)c1-c1ccc2c(c1)OCO2 the results were CCT chaperon mod -1.3, Abeta rescue 9%, pAkt inh inactive, HepG2 viability 1%, Nrf2 block inconclusive, TGFb SMAD3 inh -19%, A549 viability -8%, MmCpn inh -2% and Nrf2 ARE act 0.0%.
For CN1CCN(c2ccc(S(=O)(=O)N3CCCCC3)cc2NC(=O)Cc2ccc(Cl)cc2)CC1 the results were CCT chaperon mod -4.4, Abeta rescue -9%, pAkt inh inactive, HepG2 viability -2%, Nrf2 block -3%, TGFb SMAD3 inh 0%, A549 viability -12%, MmCpn inh 0% and Nrf2 ARE act 0.4%.
`Cc1cc(=O)oc2cc(OCC(=O)NC3CCCCC3)ccc12` gave CCT chaperon mod 0.6, Abeta rescue 5%, pAkt inh inactive, HepG2 viability 8%, Nrf2 block inconclusive, TGFb SMAD3 inh -4%, A549 viability -9%, MmCpn inh 0% and Nrf2 ARE act 0.0%.
`Cc1cccnc1Nc1nc(-c2ccc(O)cc2O)cs1` gave CCT chaperon mod -0.1, Abeta rescue -77%[inhibitor], pAkt inh inactive, HepG2 viability -17%, Nrf2 block 28%, TGFb SMAD3 inh inconclusive, A549 viability -13%, MmCpn inh -5% and Nrf2 ARE act inconclusive.
`Cc1ccc(C(=O)c2sc3nsc(C)c3c2N)cc1` gave CCT chaperon mod -2.1, Abeta rescue 10%, pAkt inh inactive, HepG2 viability -32%, Nrf2 block inconclusive, TGFb SMAD3 inh -21%, A549 viability 2%, MmCpn inh 2% and Nrf2 ARE act 6.9%.
COc1ccc(-c2nc(C#N)c(N3CCN(C(=O)c4ccco4)CC3)o2)cc1OC was read as CCT chaperon mod 3.6, pAkt inh inactive, HepG2 viability -38%, Nrf2 block 6%, TGFb SMAD3 inh -18%, A549 viability -3%, MmCpn inh 2% and Nrf2 ARE act 0.0%.
Screening COc1cccc(NC(=S)NC(=O)Cc2ccccc2)c1 returned CCT chaperon mod 1.0, Abeta rescue inconclusive, pAkt inh inactive, HepG2 viability 20%, Nrf2 block inconclusive, TGFb SMAD3 inh 5%, A549 viability inconclusive and Nrf2 ARE act 4.6%.
Screening O=C(CSc1ccccn1)Nc1ccc2c(c1)OCCO2 returned CCT chaperon mod -5.5, Abeta rescue -10%, pAkt inh inactive, HepG2 viability 0%, Nrf2 block inconclusive, TGFb SMAD3 inh 13%, A549 viability 16%, MmCpn inh -1% and Nrf2 ARE act 2.5%.
`O=C(CSc1ccc(Cl)cc1)NC(=O)NCc1ccco1` gave CCT chaperon mod -1.4, Abeta rescue -14%, pAkt inh inactive, HepG2 viability 5%, Nrf2 block -12%, TGFb SMAD3 inh 12%, A549 viability 4%, MmCpn inh -2% and Nrf2 ARE act 26%.
For O=C(O)/C=C/c1cnc[nH]1 the results were CCT chaperon mod -1.8, Abeta rescue -21%, pAkt inh inactive, HepG2 viability -6%, Nrf2 block 0%, TGFb SMAD3 inh 23%, A549 viability -3%, MmCpn inh -6%[15.4 µM] and Nrf2 ARE act -0.3%.
Screening CC1(C(=O)NS(=O)(=O)c2ccc(F)cc2F)CCN1C(=O)Cc1ccccc1Cl (stereo unspecified) returned CCT chaperon mod -0.3, Abeta rescue 1%, pAkt inh inactive, HepG2 viability -3%, TGFb SMAD3 inh 6% and Nrf2 ARE act -0.6%.
For O=S(=O)(CCSc1ccc(C(F)(F)F)cn1)c1ccccc1 the results were CCT chaperon mod 0.1, Abeta rescue -15%, pAkt inh inactive, HepG2 viability 5%, Nrf2 block 2%, TGFb SMAD3 inh 16%, A549 viability -13%, MmCpn inh -1% and Nrf2 ARE act 12%.

2 successive records out of the list so far, for reference:
For Cc1ccsc1/C=N/NC(=O)c1nnn(-c2nonc2N)c1-c1ccc2c(c1)OCO2 the results were CCT chaperon mod -1.3, Abeta rescue 9%, pAkt inh inactive, HepG2 viability 1%, Nrf2 block inconclusive, TGFb SMAD3 inh -19%, A549 viability -8%, MmCpn inh -2% and Nrf2 ARE act 0.0%.
For CN1CCN(c2ccc(S(=O)(=O)N3CCCCC3)cc2NC(=O)Cc2ccc(Cl)cc2)CC1 the results were CCT chaperon mod -4.4, Abeta rescue -9%, pAkt inh inactive, HepG2 viability -2%, Nrf2 block -3%, TGFb SMAD3 inh 0%, A549 viability -12%, MmCpn inh 0% and Nrf2 ARE act 0.4%.

Following part.
For CN(C)S(=O)(=O)c1cccc(C(=O)Nc2ccc(S(=O)(=O)N3CCCC3)cc2)c1 the results were CCT chaperon mod -5.7, Abeta rescue 9%, pAkt inh inactive, HepG2 viability -17%, Nrf2 block -15%, TGFb SMAD3 inh -1%, A549 viability -4%, MmCpn inh 0% and Nrf2 ARE act -0.3%.
`CCOc1ccc(NC(=O)/C(C#N)=C/c2cn(CC(=O)O)c3ccccc23)cc1` gave CCT chaperon mod -1.1, Abeta rescue 10%, pAkt inh inactive, HepG2 viability -5%, Nrf2 block 1%, TGFb SMAD3 inh -10%, A549 viability inconclusive, MmCpn inh -21% and Nrf2 ARE act -0.2%.
Screening COc1ccccc1N(C(=O)CNC(=O)c1ccco1)C(C(=O)NC1CCCC1)c1ccco1 (stereo unspecified) returned CCT chaperon mod 0.1, Abeta rescue 20%, pAkt inh inactive, HepG2 viability 4%, Nrf2 block -3%, TGFb SMAD3 inh -10%, A549 viability -2%, MmCpn inh 2% and Nrf2 ARE act -0.2%.
`CC(=O)c1ccc(S(=O)(=O)Nc2cccc(-c3ccc(N4CCCCC4)nn3)c2)cc1` gave Abeta rescue -6%, HepG2 viability -21%, TGFb SMAD3 inh -20%, A549 viability -10% and Nrf2 ARE act 9.6%.

Compound activity as filed in PubChem.
